ERG-DNA inh: ERG Ets/DNA interaction inhibition | P11308 | fluorescence polarization, His-ERG Ets domain / labelled DNA | Potency, µM (titrated, usually from 76.9 µM), for inactives: at the top dose FP activity, negative = inhibition, hits mostly inhibitors | 370,000 compounds, 0.028% hits | AID 624246; active = well fitted inhibition curve with a large enough effect in the polarisation, with a control signal flat; inconclusive = small, poorly fitted or top-dose-only effect, or effect the other way, or a change in a side signal; inactive = no such curve, though single readings can be large or run the other way; the % refers to the polarisation;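 also: polarization taken with two DNA probes labelled with fluorescein and Texas red; potency is read from the fitted curve at half-maximal effect; % of control where 0% means no effect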
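His-tagged ERG Ets domain (1 uM in the protein solution; 300mM KCl, 50mM Tris-HCl, 1mM EDTA, 1mM DTT, pH 7.5) received compound, then a probe mix of 5 nM fluorescein-DNA and 100nM Texas-615-DNA. Fluorescence polarization was read for both dyes.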
BLM inh: Bloom syndrome helicase (human) inhibition; P54132; recombinant BLM DNA unwinding, fluorescence dequenching; Potency, µM (series often up to 56.1 µM), inactives show at the top dose activity change, negative = inhibition, most hits filed as inhibitors; 350,000 compounds, 0.2% hits;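 also: potency is read from the fitted curve at half-maximal effect; plate controls were vehicle for no effect and no enzyme for full effect; nearly all actives have a fitted effect of over 35% in size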
Target sequence (P54132 whole entry, looked up): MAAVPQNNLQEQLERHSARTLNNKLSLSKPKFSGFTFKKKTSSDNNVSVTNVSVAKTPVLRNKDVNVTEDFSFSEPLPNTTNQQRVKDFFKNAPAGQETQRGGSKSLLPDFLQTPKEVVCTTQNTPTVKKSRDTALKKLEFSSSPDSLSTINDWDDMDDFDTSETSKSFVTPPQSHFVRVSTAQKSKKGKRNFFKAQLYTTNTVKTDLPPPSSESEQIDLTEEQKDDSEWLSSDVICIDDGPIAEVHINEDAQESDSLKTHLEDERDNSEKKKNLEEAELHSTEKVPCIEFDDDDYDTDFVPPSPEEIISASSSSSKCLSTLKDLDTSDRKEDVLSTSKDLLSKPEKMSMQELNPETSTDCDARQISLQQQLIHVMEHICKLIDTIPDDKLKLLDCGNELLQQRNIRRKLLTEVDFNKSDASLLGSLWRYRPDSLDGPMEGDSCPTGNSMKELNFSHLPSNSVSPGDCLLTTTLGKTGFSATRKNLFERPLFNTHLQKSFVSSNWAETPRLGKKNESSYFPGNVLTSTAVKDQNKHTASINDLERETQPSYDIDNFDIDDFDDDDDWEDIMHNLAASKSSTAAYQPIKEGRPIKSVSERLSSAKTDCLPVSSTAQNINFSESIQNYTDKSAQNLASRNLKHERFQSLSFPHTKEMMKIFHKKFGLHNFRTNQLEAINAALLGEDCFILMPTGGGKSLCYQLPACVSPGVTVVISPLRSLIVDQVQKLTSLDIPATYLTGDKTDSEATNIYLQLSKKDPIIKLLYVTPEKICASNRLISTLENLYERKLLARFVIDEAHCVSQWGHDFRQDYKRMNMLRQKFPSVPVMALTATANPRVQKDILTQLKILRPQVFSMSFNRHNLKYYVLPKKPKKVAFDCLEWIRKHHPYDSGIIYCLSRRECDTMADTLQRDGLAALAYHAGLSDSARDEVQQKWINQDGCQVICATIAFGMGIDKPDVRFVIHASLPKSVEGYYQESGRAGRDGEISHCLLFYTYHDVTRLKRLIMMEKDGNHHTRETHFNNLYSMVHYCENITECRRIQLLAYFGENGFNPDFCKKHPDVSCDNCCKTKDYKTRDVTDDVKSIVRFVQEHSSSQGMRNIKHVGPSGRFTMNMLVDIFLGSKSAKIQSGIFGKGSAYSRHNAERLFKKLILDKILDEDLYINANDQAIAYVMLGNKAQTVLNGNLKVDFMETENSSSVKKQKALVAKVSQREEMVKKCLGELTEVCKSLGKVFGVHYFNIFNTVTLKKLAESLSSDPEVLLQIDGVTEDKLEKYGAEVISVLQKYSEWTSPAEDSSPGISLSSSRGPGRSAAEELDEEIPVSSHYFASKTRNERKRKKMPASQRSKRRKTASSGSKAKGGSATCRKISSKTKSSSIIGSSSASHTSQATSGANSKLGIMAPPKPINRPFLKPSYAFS
TRHR ag: TRH receptor (human) agonism. TRHR cells, calcium flux fluo-8, FDSS agonist mode. activation, % at 2 µM. 360,000 compounds, 0.18% hits; in the data active = activation above about 30%; also: 0% is about no effect
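TRHR-expressing cells, plated overnight in medium with 10% serum, were loaded with fluo-8 calcium dye at room temperature. After a 10 s baseline, library compound was pin-added and calcium release was recorded kinetically (ex 480/em 530) as agonist response.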
APEX1 inh: inhibitors of human APE1 endonuclease; P27695; recombinant APE1, TAMRA/BHQ-2 abasic DNA cleavage fluorescence; Potency, µM (top dose mostly 65.8 µM), for inactives: at the top dose activity change, negative = inhibition, usual class: inhibitors; 350,000 compounds, 0.35% hits;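 also: potency is read from the fitted curve at half-maximal effect; plate controls were vehicle for no effect and reference inhibitor for full effect; nearly all actives have a fitted effect of over 55% in size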
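Endonuclease cleavage of a quenched abasic-site DNA duplex (50 nM) by APE1 (0.75 nM) was tracked by TAMRA dequenching. Compounds were preincubated with enzyme 15 min at room temperature; data normalized to buffer-only and DMSO wells plus NSC13755 control.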
POLI inh: blocks human DNA polymerase iota activity | Pol iota fluorescent replication assay, 10 min | 390,000 compounds, 1% hits | Potency, µM (top dose mostly 115 µM), inactives show at the top dose activity, negative = inhibition, hits mostly inhibitors; also: potency is read from the fitted curve at half-maximal effect
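Pol iota at 10 nM preincubated 15 min with compounds at room temperature; reaction started with fluorescent substrate, 50 nM final. Fluorescence read kinetically at 0 and 10 min; buffer-only wells as negative control.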
POLK inh: blocks human DNA polymerase kappa activity; Q9UBT6; purified Pol kappa, fluorescent DNA synthesis assay, 10 min; Potency, µM (highest dose often 107 µM), inactives show at the top dose activity, negative = inhibition, actives largely listed as inhibitors; 400,000 compounds, 0.53% hits; also: potency is read from the fitted curve at half-maximal effect; % is scaled to controls: 0 for no effect and ±100 for the full control effect
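Inhibition of 10 nM Pol kappa is measured by a fluorescent read-out at 0 and 10 min following addition of 50 nM substrate (final), with a 15-min room-temperature compound preincubation.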
POLB inh: inhibitors of human DNA polymerase beta | Pol beta primer extension/strand displacement, fluorescence kinetic | Potency, µM (titrated, usually from 114 µM), without a hit: top-dose activity change, negative = inhibition, actives largely listed as inhibitors | 340,000 compounds, 1.3% hits | AID 485314; also: potency is read from the fitted curve at half-maximal effect; % is scaled to controls: 0 for no effect and ±100 for the full control effect
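Pol beta (10 nM) was preincubated with compound for 15 min at room temperature. The reaction was then started with 50 nM substrate and read immediately and after a further 10 min at room temperature.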
Apoferritin bind: candidate novel general anesthetic via apoferritin binding; Potency, µM (series often up to 77.5 µM), for inactives: at the highest dose activity change, negative = displacement, actives largely listed as inhibitors; 350,000 compounds, 0.074% hits; P02791; apoferritin/1-aminoanthracene competitive binding, fluorescence; also: potency is read from the fitted curve at half-maximal effect; % is scaled to controls: 0 for no effect and ±100 for the full control effect; nearly all actives have a fitted effect of over 20% in size
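Probe: 1-aminoanthracene (50% saturated, PBS). Protein: horse-spleen apoferritin, 10 uM. Incubation: 10 min, room temperature. Detection: 380 nm excitation, 535 nm emission. Analysis: normalized response, four-parameter Hill.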
ALOX12 inh: inhibitors of human 12S-lipoxygenase ALOX12; P18054; purified 12hLO, xylenol orange hydroperoxide absorbance; Potency, µM (titrated, usually from 108 µM), for the others: at the top dose activity change, negative = inhibition, hits mostly inhibitors; 580,000 compounds, 1.1% hits; AID 1671190; also: potency is read from the fitted curve at half-maximal effect; % is scaled to controls: 0 for no effect and ±100 for the full control effect
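Purified human 12hLO at 150 nM in 25 mM Hepes, 0.01% Triton X-100, pH 7.0, preincubated 15 min at room temperature with compound. Reaction started with 40 uM arachidonic acid, 30 min at room temperature. Hydroperoxide measured by Fe-xylenol orange, 573/405 nm absorbance ratio.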
Starred values were filed as active, the others as inactive; i = inactive; ? = inconclusive; . = not tested or not shown; & = joins results of further samples; [ ] = remark or other dose. Unless noted, calls follow the shape of the dose curve; as a rule, active = well fitted curve in the direction sought with a large enough effect; inconclusive = small, poorly fitted or top-dose-only effect, or another doubt; inactive = no such curve, though single readings can be large; an effect the other way counts as inactive or inconclusive.

SMILES | ERG-DNA inh | BLM inh | TRHR ag | APEX1 inh | POLI inh | POLK inh | POLB inh | Apoferritin bind | ALOX12 inh
O=C1Nc2ccccc2OCc2c1cccc2[N+](=O)[O-] | 2% | -4% | -0.5 | 0% | 88%[activator] | -8% | -5% | -6% | -6%
NC(=O)c1nc(-c2ccc(F)c(F)c2)nc2c1[nH]c(=O)n2-c1cccc(Cl)c1 | 0% | -8% | 1.0 | . | 13% | 1% | 24% | -3% | -7%
CCSc1nnc2c(n1)OC(c1ccc(OC)c(OC)c1)N(C(C)=O)c1ccccc1-2 (configuration not stated) | 1% | -2% | -1.0 | . | 27% | -3% | 0% | -21% | -27%
CCCCNC(=O)c1cccc(-n2cnc3cccnc32)c1C | -1% | -1% | 0.1 | . | 24% | -3% | 11% | 3% | -17%
CCOC(=O)C1CCCN(C(=O)CCc2nc3sc4c(c3c(=O)[nH]2)CCCC4)C1 (configuration not stated) | 3% | . | 0.3 | 20% | -13% | 1% | . | . | 224%[activator]
COc1ccc(CCN2CC(C(=O)OCC(=O)N(C)Cc3ccccc3)CC2=O)cc1OC (configuration not stated) | 7% | . | 0.3 | -13% | -2% | -16% | . | . | -29%
CCCCN(CC)CCNC(=O)C1CCN(S(=O)(=O)c2cccc3nsnc23)CC1 | 3%&0% | 1%&2% | 0.4&0.2 | 84%[activator] | 8%&4% | -1%&-15% | 4%&-20% | -7%&-5% | -2%&-9%
COc1ccc(C2C=C(C)Nc3ncnn32)cc1 (configuration not stated) | 5% | . | . | . | -11% | -9% | . | . | 0%
COc1ccc2nc(COC(=O)c3ccco3)c(C(C)=O)[n+]([O-])c2c1 | -6% | 0% | 0.0 | 1% | 15% | -5% | 3% | 8% | ?
Nc1nc(CN2CCc3ccccc3C2)nc(Nc2ccccc2)n1 | 5% | -9% | -0.2 | -6% | 13% | -12% | 3% | -1% | 0%
O=C(CNC(=O)c1ccc(Br)o1)Nc1cccc(S(=O)(=O)N2CCOCC2)c1 | 19% | . | 0.1 | -3% | 14% | -11% | . | . | 1%
O=C(Cc1ccc2c(c1)OCCO2)N1CCN(S(=O)(=O)c2cccc(C(F)(F)F)c2)CC1 | -4% | 5% | -0.1 | -1% | 13% | -13% | 5% | -3% | -25%
CCCCCCc1cc2cc(S(=O)(=O)c3ccc(F)c(Cl)c3)c(=O)oc2cc1O | 40%[activator] | -5% | 25 | 19% | 17% | -26% | 21% | 1% | -14%
O=C(CSc1ncc(-c2ccccc2)n1CC1CCCO1)N1CCCCC1 (configuration not stated) | 0% | -1% | -2.7 | 2% | 12% | -6% | 0% | -7% | 0%
Cc1ccc(C(=O)OCC(=O)NCc2ccc3c(c2)OCO3)cc1S(=O)(=O)N1CCOCC1 | -9% | . | . | 14% | 9% | -7% | . | . | 15%
N#Cc1ccccc1OCC(=O)OCC(=O)NCc1ccc2c(c1)OCO2 | 7% | . | -0.1 | -6% | -10% | -2% | . | . | 0%
CCS(=O)(=O)c1ncc(Cl)c(C(=O)Nc2c(C(=O)c3ccc(C)cc3)oc3ccccc23)n1 | -4% | -11% | 0.1 | . | 2% | 2% | 19% | -7% | 28%&-1%
CN(CC(=O)Nc1ccccc1C(F)(F)F)C(=O)Cn1c(=O)oc2ccccc21 | 0% | . | 0.6 | -3% | 18% | -1% | . | . | -18%
Cc1nn(CC(=O)N2CCc3ccccc3C2)c(C)c1Cl | 5% | 1% | -0.3 | 3% | 15% | 8% | -8% | -12% | -1%
Cc1cc(NN)nc(NS(=O)(=O)c2ccc(Cl)cc2)n1 | 0% | -6% | -1.2 | -10% | 11% | -4% | 14% | -9% | -11%
COc1cc(Cl)c(S(=O)(=O)N2CCOCC2)cc1Cl | -4% | -2% | -0.5 | 2% | 13% | 1% | -22% | 8% | 0%
O=C(NC1CCCc2c1cnn2-c1ccccc1F)c1ccccc1N1CCOCC1 (configuration not stated) | 4% | -3% | -0.8 | -6% | 20% | 12% | 45% | -11% | 456%[activator]
Cc1ccc2c(c1)NCC(C(=O)NCc1ccccc1)O2 (configuration not stated) | 0% | 1% | 0.3 | -1% | -21% | -14% | 22% | 2% | -11%
O=C(CSc1nc2nn(-c3ccccc3)c(=O)c-2c2n1CCCCC2)c1ccc(O)c(O)c1 | -11% | . | -0.7 | ? | 2µM* | 4µM* | . | . | .
COc1cccc(Cl)c1NC(=O)N1CCc2c([nH]c3ccccc23)C1C(F)(F)F (configuration not stated) | -7% | -7% | -0.3 | ? | 15% | -3% | ? | 1% | ?
COc1ccc(C2=Nn3c(nnc3-c3ccc(OC)cc3)SC2)cc1 | 0% | 4%&-3% | -1.1 | -2%&-2% | -11% | -5% | -5% | ? | -7%
CC(=O)c1cccc(CN2CCC(C(=O)Nc3ccc(-c4cccc(C)c4)cc3)CC2)c1 | 2% | 3% | 0.0 | -13% | 41%[activator] | -4% | -18% | ? | ?
Cc1cc(S(=O)(=O)Nc2cc3c(cc2Cl)n(C)c(=O)c(=O)n3C)ccc1F | -9% | -2% | -0.4 | . | 18% | -12% | -23% | -15% | ?
Cc1nnn(-c2nonc2N)c1C(=O)N/N=C/c1cccc2ccccc12 | 1% | -7% | -0.7 | ? | 40%[activator] | 2% | -8% | -6% | -17%
C=CCn1c2ccccc2c2nnc(SC(CC)C(=O)Nc3sc4c(c3C#N)CCCC4)nc21 (configuration not stated) | -1% | -4% | 0.2 | 1% | 9% | -9% | -6% | -15% | -22%
Cc1nc(-c2ccncc2)sc1C(=O)Nc1ccc(Br)cc1 | 4% | 0% | 1.0 | 0% | 42%[activator] | -7% | 16µM* | -8% | -6%
COc1ccccc1-c1nc(-c2ccccn2)no1 | 14% | 1% | 0.4 | 0% | -1% | 11% | 20% | -4% | 9%[57.4 µM]
Cc1ccc(C2(C)NC(=O)N(CC(=O)Nc3ccccc3N3CCCCC3)C2=O)cc1 (configuration not stated) | -8% | . | 0.4 | -14% | 14% | -3% | . | . | ?
CC1CN(c2nn3c(=O)c4ccccc4nc3c3ccccc23)CC(C)O1 (configuration not stated) | -1% | 4% | -0.5 | 1% | 4% | 7% | 3% | 0% | 436%[activator]
CCc1c(C)nc2nc(SCc3ccccc3Cl)[nH]n2c1=O | 2% | 0% | 0.0 | -4% | 0% | -25% | 81% | 2% | -16%
N#Cc1c2n(cnc1=O)CCCCC2 | 1% | 3% | 1.0 | 4% | -1% | -12% | 1% | -4% | 28%
O=C1CCN(Cc2ccccc2)C(=O)N1c1ccccc1 | -5% | 0% | 0.5 | 7% | 2% | -16% | 58% | -11% | 6%
CCOC(=O)/C(C#N)=N\Nc1ccc(S(=O)(=O)Nc2nc(C)cc(C)n2)cc1 | 8% | -1% | 0.2 | -1% | -11% | -1% | 28% | ? | 14%
O=S(=O)(/C=C/c1ccccc1)Nc1ccc(N2CCOCC2)cc1 | -10% | -3% | -0.8 | ? | 6% | -7% | 10% | -8% | -11%
CN(C(=O)CSc1ncnc2sc3c(c12)CCC3)C1CCS(=O)(=O)C1 (configuration not stated) | -6% | . | -0.1 | -8% | 14% | -3% | . | . | 264%[activator]
Cc1nnc(SCCC(=O)Nc2ccc(F)cc2)s1 | -3% | -4% | 0.1 | 20% | -1% | -5% | 3% | -9% | -7%
CC(=O)NC1=NN(C(C)=O)C(C)(c2ccc(Cl)s2)S1 (configuration not stated) | 6% | -2% | 0.0 | 2% | -11% | -5% | -17% | 8% | -7%
COc1cc(OC)cc(C(=O)NN2CCCCC2)c1 | -8% | 4% | 0.3 | 28% | 15% | -1% | 0% | 6% | 26%
COc1ccc(Cn2ccc(=O)c(Cc3c(Cl)cccc3Cl)c2C)cc1 | -8% | -1% | -0.1 | -1% | 18% | -4% | 2% | -11% | -13%
O=C(Cn1nnc(-c2ccccc2)n1)NNC(=O)c1ccc(Br)cc1 | 9% | 2% | -0.6 | -5% | ? | -11% | -19% | -3% | -4%
COc1ccc(N(CC(=O)Nc2cc(C)ccc2C)S(=O)(=O)c2c(C)nn(C)c2C)cc1 | 1% | -1% | 0.4 | -1% | -12% | -13% | 4% | -10% | -26%
O=C(c1ccc(F)cc1)N1CCOCC1 | -1% | -1% | 0.8 | 1% | ? | 12% | 1% | 0% | 1%
O=C(CCC(=O)c1ccc(Oc2ccccc2)cc1)Nc1cccc(Cl)c1 | -10% | 0% | 1.5 | 10% | 62%[activator] | 1% | 12% | 2% | 5%
COc1ccc(CNC(=O)c2cnn(-c3ccccc3)c2-n2cccc2)cc1OC | 0% | -1% | -0.5 | . | 31% | 4% | -10% | 119%[activator] | 2%
Cc1cc(C)cc(NC(=O)C2CCCN2S(=O)(=O)c2ccc3c(c2)C(C)(C)C(=O)N3C)c1 (configuration not stated) | -20%&-1% | -2%&0% | -1.3&0.2 | 1% | -23%&-4% | ? | 4%&44% | ? | i
Cc1ccc(OCCC(=O)O)cc1 | 4% | 5% | 0.8 | -2% | ? | ? | -1% | -3% | ?
CC(=O)N1c2ccccc2NC2=C(C(=O)CCC2)C1c1ccc(F)cc1 (configuration not stated) | . | 2% | 0.2 | 1% | -24% | -7% | 18% | -9% | 3%
CN(c1ccccc1)S(=O)(=O)c1cccc(NC(=O)CSc2ncc(C(F)(F)F)cc2Cl)c1 | 3% | -9% | 3.0 | 3% | -1% | -21% | 41% | -6% | 4%
COc1ccc(/C=C/C(O)=C(\C#N)c2nnc(N3CCOCC3)n2-c2ccccc2)cc1OC | -4% | -1% | 0.0 | -5% | 158%[activator] | -19% | 2% | -3% | 11%
COC(=O)Oc1cncc(C(=O)O)c1 | 1% | -2% | 0.2 | -6% | 5% | -7% | -1% | -2% | ?
O=C1CCc2cc(S(=O)(=O)NC3CCCCC3)cc3c2N1CC3 | -8% | . | -0.7 | -10% | 50µM* | -1% | . | . | -30%
Cc1ccc(S(=O)(=O)N2CCN(C(=O)Cc3ccsc3)CC2)c(C)c1 | -7% | -6% | -1.3 | 27% | 4% | -16% | -11% | -12% | ?

From PubChem BioAssay

An excerpt; the hit share may differ from the screen's.
